Bioassay records from PubChem BioAssay.
S1P2 antag = S1P2 (human) receptor antagonism. O95136. cell-based S1P2 antagonist assay, inhibition at 5 uM. inhibition, % at 5 µM. hit rate 0.21% among 97,000; in the data active means inhibition above about 45%;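 further: CRE beta-lactamase reporter cells expressing human S1P2 stimulated with S1P; 0% = agonist at EC80 alone and 100% = agonist plus reference antagonist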
Target sequence (O95136 whole entry, looked up): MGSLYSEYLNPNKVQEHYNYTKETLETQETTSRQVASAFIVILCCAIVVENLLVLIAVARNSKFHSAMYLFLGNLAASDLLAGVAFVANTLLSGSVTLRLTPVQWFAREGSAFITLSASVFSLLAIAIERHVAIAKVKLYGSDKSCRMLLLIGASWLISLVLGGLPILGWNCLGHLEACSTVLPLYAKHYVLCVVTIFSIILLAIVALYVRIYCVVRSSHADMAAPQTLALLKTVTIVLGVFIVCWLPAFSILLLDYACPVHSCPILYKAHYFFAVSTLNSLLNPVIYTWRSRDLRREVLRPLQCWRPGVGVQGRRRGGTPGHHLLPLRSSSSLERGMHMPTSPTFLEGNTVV
Ecoli WT expand = E. coli BW25113 growth inhibition, expanded screen | OD600 absorbance | growth inhibition, % at 100 µM | hit rate 0.15% among 98,000 | AID 710;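 active means growth inhibition above about 50% at one test dose, limit read from the data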;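 further: growth measured after 20 h incubation at 37 °C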
PLAP act = human PLAP activation; P05187; purified PLAP enzyme, luminescent substrate read-out; active compounds read high; activation fold at 20 µM; hit rate 1.2% among 96,000; in the data active means activation fold above about 2
PostGolgi ctrl = growth of the yeast control strain, post-Golgi counter-screen; efflux-deficient yeast background strain, growth absorbance A615, 16 h; inhibition, % at 10 µM; hit rate 5% among 98,000; AID 738
sEH act = soluble epoxide hydrolase (human) activation | P34913 | purified human sEH enzymatic activity, activator screen | activation, % at 2 µM | hit rate 0.04% among 91,000; in the data active means activation above about 37%; further: values of inactives mirror those of a sister screen read the other way
Target sequence (P34913 whole entry, looked up): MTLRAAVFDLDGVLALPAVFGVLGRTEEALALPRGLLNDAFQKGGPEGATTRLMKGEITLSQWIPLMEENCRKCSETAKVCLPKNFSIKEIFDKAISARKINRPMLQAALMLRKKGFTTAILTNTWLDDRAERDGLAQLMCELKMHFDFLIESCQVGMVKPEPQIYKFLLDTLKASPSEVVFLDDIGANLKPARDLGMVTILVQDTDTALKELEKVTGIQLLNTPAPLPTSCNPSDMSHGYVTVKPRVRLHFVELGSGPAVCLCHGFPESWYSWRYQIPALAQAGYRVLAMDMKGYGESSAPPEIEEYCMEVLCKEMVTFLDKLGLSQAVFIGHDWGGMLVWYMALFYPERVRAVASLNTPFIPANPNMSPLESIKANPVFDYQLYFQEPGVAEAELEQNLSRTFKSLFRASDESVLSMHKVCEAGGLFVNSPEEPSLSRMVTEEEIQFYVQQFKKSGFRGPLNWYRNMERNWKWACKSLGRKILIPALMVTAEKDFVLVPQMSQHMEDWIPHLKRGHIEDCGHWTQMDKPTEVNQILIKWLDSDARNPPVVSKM
sEH inhibitor = blocks human soluble epoxide hydrolase activity; P34913; recombinant human sEH enzymatic activity assay; inhibition, % at 2 µM; hit rate 0.34% among 91,000; in the data active means inhibition above about 80%; further: values of inactives mirror those of a sister screen read the other way; many of its hits are not listed in these tables
S1P2 agonist = activates the human S1P2 receptor; hit rate 0.46% among 97,000; activation, % at 4.5 µM; AID 729; S1P2-expressing cell line, agonist reporter read-out; in the data active means activation above about 16%;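 further: 0% = vehicle low control and 100% = maximal reference agonist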
PostGolgi yeast = growth inhibition of a yeast mutant, post-Golgi transport screen | hit rate 0.9% among 98,000 | inhibition, % at 10 µM | post-Golgi transport phenotypic cell assay | AID 739;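 further: yeast cells grown in 1536-well plates; yeast grown about 18 h at 30C before absorbance read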
Mac1 fbg inh = blocks human CD11b/CD18 adhesion to fibrinogen | P05107+P11215 | K562 CD11b/CD18 adhesion to fibrinogen, ATPlite luminescence; Mn2+ added to activate the integrin | inhibition, % at 10 µM | hit rate 0.54% among 93,000 | AID 1497;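 active means primary inhibition of 50% or more at 10 µM, then 40% or more on retest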; further: some results filed as inactive read as strong as hits
* marks the source's active call; other numbers are inactive results. Unless noted, no stated cut-off is given here; in the data, active means inhibition above about 30%; inactive means the rest. The order is random (roughly 7.1% active in at least one column).

How did COc1ccc(CCN(C)C(=O)CN2C(=O)c3ccccc3S2(=O)=O)cc1OC do in these assays?
S1P2 antag: -22; Ecoli WT expand: -7; PLAP act: 1.5; PostGolgi ctrl: -9; sEH act: 23; sEH inhibitor: -24; S1P2 agonist: -7; PostGolgi yeast: 7; Mac1 fbg inh: -11

Results for N#Cc1ccccc1-n1c(N)c(C(=O)N2CCCC2)sc1=S ?
S1P2 antag: 9; Ecoli WT expand: 8; PLAP act: 1; PostGolgi ctrl: -2; S1P2 agonist: -7; PostGolgi yeast: -3

What do the screens show for `CC(=O)N(/N=C1\Sc2ccccc2C1=O)c1ccccc1C`?
S1P2 antag: -22; Ecoli WT expand: 3; PLAP act: 1; PostGolgi ctrl: 33*; sEH act: -12; sEH inhibitor: 14; S1P2 agonist: -2; PostGolgi yeast: 7

Results for Cc1ccc(C(C(=O)NCc2ccco2)N(Cc2ccco2)C(=O)CNC(=O)c2ccco2)cc1 (stereo not drawn) ?
S1P2 antag: 17; Ecoli WT expand: -2; PLAP act: 1.1; PostGolgi ctrl: 18; sEH act: 12; sEH inhibitor: -11; S1P2 agonist: -10; PostGolgi yeast: 6; Mac1 fbg inh: 2

How did CCC(C)[C@@H](NC(=O)OC(C)(C)C)c1nnc(S(=O)(=O)Cc2cccc(C)c2)o1 (stereo partly drawn) do in these assays?
S1P2 antag: 22; Ecoli WT expand: 4; PLAP act: 1.4; PostGolgi ctrl: 52*; sEH act: -12; sEH inhibitor: 15; S1P2 agonist: -5; PostGolgi yeast: 15; Mac1 fbg inh: 4

Results for O=c1[nH]c2ccc(NC(=S)Nc3ccccc3Cl)cc2[nH]1 ?
S1P2 antag: 0; Ecoli WT expand: -3; PLAP act: 1.2; PostGolgi ctrl: -8; sEH act: 11; sEH inhibitor: -9; S1P2 agonist: 1; PostGolgi yeast: 26; Mac1 fbg inh: -14

Results for N#Cc1c(NCCCO)nc(NCc2ccccc2)c2c1CCN(Cc1ccccc1)C2 ?
S1P2 antag: 9; Ecoli WT expand: -16; PLAP act: 1.1; PostGolgi ctrl: 20; sEH act: 0; sEH inhibitor: 0; S1P2 agonist: -9; PostGolgi yeast: 0; Mac1 fbg inh: 3

How did CCOc1ccc(CC(=O)C2C(=O)CC(C)(C)CC2=O)cc1OCC do in these assays?
S1P2 antag: -13; Ecoli WT expand: 0; PLAP act: 1; PostGolgi ctrl: 12; sEH act: 4; sEH inhibitor: -1; S1P2 agonist: -3; PostGolgi yeast: 7; Mac1 fbg inh: 4

What do the screens show for `CCc1ccc2nc3nc(C)cc(C)c3c(N)c2c1`?
S1P2 antag: 4; Ecoli WT expand: 5; PLAP act: 1.2; PostGolgi ctrl: 14; sEH act: 0; sEH inhibitor: 1; S1P2 agonist: 4; PostGolgi yeast: 3; Mac1 fbg inh: -1

How did C=CCOc1ccc(/C(O)=C2/C(=O)C(=O)N(CCCn3ccnc3)C2c2cccs2)cc1 (stereo not drawn) do in these assays?
S1P2 antag: 14; Ecoli WT expand: 0; PLAP act: 1.5; PostGolgi ctrl: 9; sEH act: 3; sEH inhibitor: 1; S1P2 agonist: -1; PostGolgi yeast: 0; Mac1 fbg inh: -9

What do the screens show for `Cc1ccc(C(=O)Nc2nncs2)cc1S(=O)(=O)N1CCOCC1`?
S1P2 antag: 16; Ecoli WT expand: -3; PLAP act: 1.1; PostGolgi ctrl: 0; sEH act: 22; sEH inhibitor: -21; S1P2 agonist: -12; PostGolgi yeast: -1; Mac1 fbg inh: -14

What do the screens show for `O=C(Cc1ccc(Br)cc1)OCC(=O)c1ccc2c(c1)OCCO2`?
S1P2 antag: 28; Ecoli WT expand: -2; PLAP act: 0.9; PostGolgi ctrl: 14; sEH act: -5; sEH inhibitor: 6; S1P2 agonist: -4; PostGolgi yeast: 1

How did CCCOC(=O)CC1C(=O)NCCN1Cc1ccc(F)cc1 (stereo not drawn) do in these assays?
S1P2 antag: 15; Ecoli WT expand: -2; PLAP act: 0.8; PostGolgi ctrl: 3; sEH act: -2; sEH inhibitor: 6; S1P2 agonist: -2; PostGolgi yeast: 1; Mac1 fbg inh: -25

Results for CN(C)CCCOC(=O)c1ccc(Cl)cc1Cl ?
S1P2 antag: -1; Ecoli WT expand: 9; PLAP act: 1; PostGolgi ctrl: -2; sEH act: 0; sEH inhibitor: 2; S1P2 agonist: -1; PostGolgi yeast: -4; Mac1 fbg inh: -21

How did O=C(O)COc1ccc2nsnc2c1Cl do in these assays?
S1P2 antag: -5; Ecoli WT expand: -1; PLAP act: 1; PostGolgi ctrl: 30; sEH act: 0; sEH inhibitor: 1; S1P2 agonist: -7; PostGolgi yeast: 9; Mac1 fbg inh: -3

Results for CC(=O)Cc1nsc(Nc2ccccc2)n1 ?
S1P2 antag: -1; Ecoli WT expand: 7; PLAP act: 1.1; PostGolgi ctrl: -12; sEH act: 1; sEH inhibitor: -5; S1P2 agonist: -5; PostGolgi yeast: 0; Mac1 fbg inh: -35

How did Cc1c(C(=O)Nn2cnnc2)oc2ccccc12 do in these assays?
S1P2 antag: -5; Ecoli WT expand: -17; PLAP act: 1; PostGolgi ctrl: 5; sEH act: 0; sEH inhibitor: 2; S1P2 agonist: -3; PostGolgi yeast: 0; Mac1 fbg inh: 5

Results for C=CCNC(=O)CSc1nc2sc(C)c(C)c2c(=O)[nH]1 ?
S1P2 antag: 13; Ecoli WT expand: -5; PLAP act: 0.9; PostGolgi ctrl: 4; sEH act: 8; sEH inhibitor: -9; S1P2 agonist: -4; PostGolgi yeast: 0; Mac1 fbg inh: -5

How did O=C(CSc1nnc(-c2ccncc2)n1CC1CCCO1)Nc1nccs1 (stereo not drawn) do in these assays?
S1P2 antag: -11; sEH act: 2; sEH inhibitor: -3; S1P2 agonist: -4

How did CC(=O)c1cnn(-c2cc(Oc3cccc(C)c3)ncn2)c1C do in these assays?
S1P2 antag: 15; Ecoli WT expand: -4; PLAP act: 1; PostGolgi ctrl: -3; sEH act: -11; sEH inhibitor: 13; S1P2 agonist: -5; PostGolgi yeast: 14; Mac1 fbg inh: -6

How did COc1cc(C2Nc3cccc4cccc(c34)N2)ccc1OC(C)=O do in these assays?
S1P2 antag: 9; Ecoli WT expand: -1; PLAP act: 1.2; PostGolgi ctrl: -9; sEH act: -5; sEH inhibitor: 6; S1P2 agonist: -9; PostGolgi yeast: 1; Mac1 fbg inh: 0

How did CC(=O)c1ccc(NS(=O)(=O)c2ccc(CC(C)C)cc2)cc1 do in these assays?
S1P2 antag: -10; Ecoli WT expand: 11; PLAP act: 1.2; PostGolgi ctrl: -5; sEH act: -3; sEH inhibitor: 5; S1P2 agonist: -4; PostGolgi yeast: -3; Mac1 fbg inh: 28

Results for O=C(Nc1ccncc1)c1ccc2c(c1)C(=O)N(C1CCCCC1)C2=O ?
S1P2 antag: -5; Ecoli WT expand: -5; PLAP act: 0.9; PostGolgi ctrl: 18; sEH act: -16; sEH inhibitor: 12; S1P2 agonist: -4; PostGolgi yeast: 2; Mac1 fbg inh: 86*

How did O=S(=O)(NCc1cccs1)c1cccc2cccnc12 do in these assays?
S1P2 antag: -12; Ecoli WT expand: 7; PLAP act: 0.9; PostGolgi ctrl: -1; sEH act: 0; sEH inhibitor: -1; S1P2 agonist: -2; PostGolgi yeast: -9; Mac1 fbg inh: -4

How did O=C(Nc1cccc(NC(=O)c2cccnc2)c1)c1cccnc1 do in these assays?
S1P2 antag: 24; Ecoli WT expand: -3; PLAP act: 0.8; PostGolgi ctrl: -2; sEH act: -3; sEH inhibitor: 3; S1P2 agonist: -8; PostGolgi yeast: 1; Mac1 fbg inh: -38

Results for COc1ccc(OC)c(-n2c(-c3ccc(S(C)(=O)=O)cc3)cc(C=O)c2C)c1 ?
S1P2 antag: 16; Ecoli WT expand: -16; PLAP act: 1.4; PostGolgi ctrl: -5; sEH act: -4; sEH inhibitor: 4; S1P2 agonist: -2; PostGolgi yeast: 0; Mac1 fbg inh: 4

How did C=CCNC(=S)NNC(=O)c1cccn(Cc2ccc(Cl)cc2)c1=O do in these assays?
S1P2 antag: -3; Ecoli WT expand: 7; PLAP act: 1.1; PostGolgi ctrl: 0; sEH act: -1; sEH inhibitor: -2; S1P2 agonist: -1; PostGolgi yeast: 5

Results for CCOc1ccccc1OCC(=O)Nc1ccc(Cl)cc1Cl ?
S1P2 antag: -11; Ecoli WT expand: -6; PLAP act: 1; PostGolgi ctrl: -6; sEH act: -13; sEH inhibitor: 13; S1P2 agonist: -3; PostGolgi yeast: 14

How did O=C(NCc1ccco1)c1ccc2ccccc2c1 do in these assays?
S1P2 antag: 11; Ecoli WT expand: 11; PLAP act: 0.9; PostGolgi ctrl: 4; sEH act: 1; sEH inhibitor: 0; S1P2 agonist: -6; PostGolgi yeast: 7; Mac1 fbg inh: 6

Results for CC(C)CSc1nc2c(c(=O)[nH]c(=O)n2C)n1CCc1ccccc1 ?
S1P2 antag: -21; Ecoli WT expand: -5; PLAP act: 0.9; PostGolgi ctrl: 22; sEH act: 3; sEH inhibitor: -3; S1P2 agonist: -2; PostGolgi yeast: 4; Mac1 fbg inh: 3

How did CCc1ccc(NC(=O)CSC2=C(C#N)C(c3ccc4c(c3)OCO4)CC(=O)N2)cc1 (stereo not drawn) do in these assays?
S1P2 antag: 21; sEH act: -47; sEH inhibitor: 46; S1P2 agonist: -6

What do the screens show for `Cc1n[nH]c(C)c1S(=O)(=O)N1CCC(C(=O)N2CCn3c2nc2ccccc23)CC1`?
S1P2 antag: 4; Ecoli WT expand: -2; PostGolgi ctrl: 6; sEH act: 8; sEH inhibitor: -11; S1P2 agonist: -7; PostGolgi yeast: -9; Mac1 fbg inh: -2

What do the screens show for `Cc1cccn2c(=O)c3cc(C(=O)NCCCn4ccnc4)n(C)c3nc12`?
Ecoli WT expand: -7; PLAP act: 1.2; PostGolgi ctrl: 6; PostGolgi yeast: -5; Mac1 fbg inh: -3

What do the screens show for `Nc1c(NCCCN2CCOCC2)c2ccccc2oc1=O`?
S1P2 antag: -18; Ecoli WT expand: 8; PLAP act: 1; PostGolgi ctrl: 15; sEH act: 2; sEH inhibitor: 1; S1P2 agonist: -2; PostGolgi yeast: 9; Mac1 fbg inh: 7

How did C=CCn1c(Sc2nncn2C)nc2c1c(=O)[nH]c(=O)n2C do in these assays?
S1P2 antag: 21; Ecoli WT expand: -2; PostGolgi ctrl: -2; sEH act: -1; sEH inhibitor: 1; S1P2 agonist: -7; PostGolgi yeast: -3

Results for O=C(NC1CC1)c1cc(=O)c2ccccc2o1 ?
S1P2 antag: 6; Ecoli WT expand: 2; PLAP act: 0.8; PostGolgi ctrl: 22; sEH act: -7; sEH inhibitor: 10; S1P2 agonist: -7; PostGolgi yeast: -18

What do the screens show for `COc1cc2cc3c(N)c(C(=O)NCc4ccco4)sc3nc2cc1OC`?
S1P2 antag: 2; Ecoli WT expand: -2; PLAP act: 1.4; PostGolgi ctrl: 16; S1P2 agonist: -3; PostGolgi yeast: 13; Mac1 fbg inh: -9

Results for O=C(CSc1n[nH]c(=O)n1C1CC1)Nc1cc(Cl)ccc1Oc1ccccc1 ?
S1P2 antag: 24; Ecoli WT expand: -4; PLAP act: 1.3; PostGolgi ctrl: 8; sEH act: 0; sEH inhibitor: 1; S1P2 agonist: -5; PostGolgi yeast: -5; Mac1 fbg inh: 11

What do the screens show for `Cc1cc(N)ccc1S(C)(=O)=O`?
S1P2 antag: -3; sEH act: 6; sEH inhibitor: -10; S1P2 agonist: 0

What do the screens show for `CC(=O)NC(Cc1ccccc1)C(=O)N1CCN(C(=O)c2ccco2)CC1` (stereo not drawn)?
S1P2 antag: 1; Ecoli WT expand: -6; PLAP act: 1.5; PostGolgi ctrl: 3; sEH act: -15; sEH inhibitor: 16; S1P2 agonist: -5; PostGolgi yeast: -3; Mac1 fbg inh: 0

Results for Cc1ccc(Nc2nc(N)nc(CN3CCN(C)CC3)n2)cc1 ?
S1P2 antag: -7; Ecoli WT expand: 1; PLAP act: 1.5; PostGolgi ctrl: -2; sEH act: -2; sEH inhibitor: 3; S1P2 agonist: -12; PostGolgi yeast: -1; Mac1 fbg inh: 6
